TDP-43 yeast inh: TDP-43 toxicity inhibition in yeast; AID 652104; TDP-43 expressing yeast growth rescue, BacTiter-Glo, 24 h; Potency, µM (highest dose often 46.1 µM), without a hit: top-dose growth rescue (activation), hits mostly activators; actives 1.8% (n = 410,000); further: potency means the concentration at half of the fitted maximal effect; % of control where 0% means no effect; nearly all actives have a fitted effect of over 50% in size
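Growth rescue of TDP-43-toxic yeast measured as ATP luminescence (BacTiter-Glo). Cells grown to mid-log in raffinose, induced in galactose at OD600=0.02, exposed to compound 24 hr at 30 deg C.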
GLP1R inv ag: inverse agonists of human GLP-1 receptor | P43220 | HEK293 GLP-1R CRE-luciferase, luminescence, 24 h; GLP-1R form is constitutively active | Potency, µM (highest dose often 38.3 µM), inactives show at the highest dose activity change, negative = inhibition, most hits filed as inhibitors | actives 1.6% (n = 410,000) | AID 624417; further: potency means the concentration at half of the fitted maximal effect; on the % scale 0 is the no-effect control and ±100 the full control effect; nearly all actives have a fitted effect of over 55% in size
Target sequence (P43220 whole entry, looked up): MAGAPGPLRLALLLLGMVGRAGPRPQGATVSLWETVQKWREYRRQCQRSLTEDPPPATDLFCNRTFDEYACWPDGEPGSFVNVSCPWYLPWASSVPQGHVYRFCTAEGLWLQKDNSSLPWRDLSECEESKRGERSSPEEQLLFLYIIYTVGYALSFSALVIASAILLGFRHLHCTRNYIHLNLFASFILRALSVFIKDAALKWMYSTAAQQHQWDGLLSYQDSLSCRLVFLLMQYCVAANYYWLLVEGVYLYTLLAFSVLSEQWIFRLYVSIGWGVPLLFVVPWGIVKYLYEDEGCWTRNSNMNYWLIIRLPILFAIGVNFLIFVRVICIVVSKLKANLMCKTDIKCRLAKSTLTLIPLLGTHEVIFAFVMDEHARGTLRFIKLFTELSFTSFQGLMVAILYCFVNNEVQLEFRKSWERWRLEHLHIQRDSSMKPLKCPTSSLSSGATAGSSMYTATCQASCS
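Assay principle: reduced luminescence from a cAMP-responsive reporter in HEK293 cells co-expressing a constitutively active GLP-1R. Conditions: 24 hr compound incubation, 37 deg C, 5% CO2.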
FUS yeast rescue: suppressors of FUS proteinopathy in yeast; S. cerevisiae FUS-expressing, growth rescue, OD600, 24 h; AID 1347120; actives 0.24% (n = 390,000); Potency, µM (top dose mostly 76.6 µM), without a hit: at the highest dose growth rescue (activation), hits mostly activators;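 further: potency means the concentration at half of the fitted maximal effect; plate controls were DMSO vehicle for no effect and reference control for full effect; nearly all actives have a fitted effect of over 55% in size; some results filed as inactive show a strong effect at the top dose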
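Yeast expressing FUS under galactose induction, OD 0.005 in 2% galactose medium; compounds in a dilution series, 24 h at 30C. Growth rescue by absorbance at 600 nm; CP55940 positive control, DMSO negative.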
Akt phos inh: Akt phosphorylation inhibition; Neuro2A IGF-stimulated pAkt S473 HTRF, 20 min; active compounds read low; activity change, % for hits at 50 µM; actives 0.32% (n = 360,000); AID 651550; in the data active means activity change below about -80%; inconclusive means mostly about -51% to -80%; further: on the % scale 0 is the no-effect control and ±100 the full control effect
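Single-point screen (50 µM final compound) in Neuro2A cells stimulated 20 min with 6 nM IGF at 37 deg C. After lysis, Ser473-phosphorylated Akt read by HTRF (ex 330 nm, em 615/665 nm) as the 665/615 ratio.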
Abeta yeast res: compounds reversing amyloid beta toxicity in yeast; yeast expressing A-beta42, growth rescue, OD600, 48 h; response scale: 0% DMSO, 100% iron-clioquinol control; Potency, µM (highest dose often 46.1 µM), without a hit: at the top dose growth rescue, usual class: activators; actives 0.063% (n = 410,000); AID 1347071; further: potency means the concentration at half of the fitted maximal effect; nearly all actives have a fitted effect of over 55% in size
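Yeast A-beta toxicity model in growth medium with pinned compounds, 48 h at 30 C; growth read as absorbance at 600 nm. Normalized to FeCl3/clioquinol equimolar mix (positive) and DMSO (negative).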
Mm-Cpn inhibitor: M. maripaludis TRiC chaperonin inhibition; purified Mm-Cpn ATPase, ADP Transcreener TR-FRET; actives 0.031% (n = 330,000); Potency, µM (top dose mostly 76.9 µM), without a hit: at the highest dose activity, negative = inhibition, hits mostly inhibitors; further: potency means the concentration at half of the fitted maximal effect; on the % scale 0 is the no-effect control and ±100 the full control effect; nearly all actives have a fitted effect of over 80% in size
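Purified archaeal Mm-CPN (25nM final) preincubated 10 min at 37degC with compound, then 10uM ATP for 30 min at 37degC; ADP measured by HTRF Transcreener TR-FRET; buffer 30 mM TRIS pH 7.4, 100mM KCl, 5mM MgCl2, 1mM DTT.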
aSyn yeast inh: alpha-synuclein toxicity inhibition in yeast | Yeast expressing alpha-synuclein, growth rescue, BacTiter-Glo, 24 h | AID 652106 | Potency, µM (series often up to 46.1 µM), for inactives: top-dose growth rescue (activation), actives largely listed as activators | actives 0.14% (n = 370,000); further: potency means the concentration at half of the fitted maximal effect; % of control where 0% means no effect; nearly all actives have a fitted effect of over 65% in size
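Rescue of yeast growth: cells expressing toxic alpha-synuclein, induced in galactose at OD600 0.02, incubated with compound 24 h at 30 C. ATP luminescence quantified growth; inhibitors of toxicity appear as activators.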
GLP1R cytotox: cytotoxicity in counter-screen for GLP-1R inverse agonists; HEK293 cAMP-luciferase reporter cells, luminescence, 24 h; Potency, µM (titrated, usually from 38.3 µM), without a hit: at the top dose activity change, negative = inhibition, usual class: inhibitors; actives 0.13% (n = 410,000);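 further: loss of luciferase light is scored as toxicity; potency means the concentration at half of the fitted maximal effect; on the % scale 0 is the no-effect control and ±100 the full control effect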
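Luminescence readout: signal drop marks cytotoxicity. Plated cells grew 12 h at 37 °C, 5% CO2, received 23 nL compound for 24 h, then got luciferase reagent, read after 12 min at RT.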
PTHR1 agonist: activates the human parathyroid hormone receptor PTHR1 | Q03431 | HEK293 GP2 PTHR1 cells, GloSensor cAMP luminescence, 1 h | Potency, µM (series often up to 115 µM), without a hit: at the top dose activation, hits mostly activators | actives 0.075% (n = 410,000) | AID 743266; further: potency means the concentration at half of the fitted maximal effect; nearly all actives have a fitted effect of over 55% in size; some results filed as inactive show a strong effect at the top dose; inactives centre near -15; many of its hits are not listed in these tables
Target sequence (Q03431 whole entry, looked up): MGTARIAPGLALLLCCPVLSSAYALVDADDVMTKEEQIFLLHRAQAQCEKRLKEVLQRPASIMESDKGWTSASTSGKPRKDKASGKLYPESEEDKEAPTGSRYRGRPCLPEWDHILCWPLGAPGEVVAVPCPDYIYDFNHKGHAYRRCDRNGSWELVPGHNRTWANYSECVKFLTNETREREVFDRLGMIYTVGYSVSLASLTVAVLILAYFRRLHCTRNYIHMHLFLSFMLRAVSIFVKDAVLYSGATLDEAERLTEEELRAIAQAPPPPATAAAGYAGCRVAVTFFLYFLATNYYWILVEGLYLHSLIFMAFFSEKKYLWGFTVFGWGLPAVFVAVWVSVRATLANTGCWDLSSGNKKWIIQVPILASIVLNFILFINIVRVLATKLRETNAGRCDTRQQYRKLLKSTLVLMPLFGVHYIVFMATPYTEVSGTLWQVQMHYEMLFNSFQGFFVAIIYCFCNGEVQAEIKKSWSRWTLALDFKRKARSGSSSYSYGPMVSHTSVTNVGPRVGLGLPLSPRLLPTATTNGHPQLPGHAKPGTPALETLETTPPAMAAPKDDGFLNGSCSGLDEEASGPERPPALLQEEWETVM
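HEK-293-derived GP2 cells expressing PTHR1 and a GloSensor cAMP reporter, 3,000/well, plated overnight, given luciferin plus IBMX (each 0.5 mM as added) for 1 h at 37 °C, then compound for 1 h at 37 °C. Luminescence was read after 15 min at room temperature.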
An asterisk follows results filed as active; i = inactive; ? = inconclusive; . = no result given; [ ] = another dose, or the depositor's remark. Unless noted, the call rests on the fitted dose curve; in most records, active means well fitted curve in the direction sought with a large enough effect; inconclusive means small, poorly fitted or top-dose-only effect, or another doubt; inactive means no such curve, though single readings can be large; an effect the other way counts as inactive or inconclusive. The list is partial (hit frequency here may not be typical).

SMILES	TDP-43 yeast inh	GLP1R inv ag	FUS yeast rescue	Akt phos inh	Abeta yeast res	Mm-Cpn inhibitor	aSyn yeast inh	GLP1R cytotox	PTHR1 agonist
CCOc1nc2cnccc2n(CC(=O)Nc2cccc(C)c2C)c1=O	10%	14%	-25%	.	-5%	-2%	4%	4%	i
Cc1cc(NC(=S)Nc2ccccc2)ccc1Br	6%	0%	12%	.	-17%	-1%	3%	-16%	i
CCn1ccnc1CN(C)C(=O)C1CCC(=O)N(Cc2cccc(C(F)(F)F)c2)C1 (configuration not stated)	5%	-17%	.	i	2%	-2%	-5%	8%	i
Cc1cccc(N(CC(O)CN(C)C)S(=O)(=O)c2ccccc2)c1 (configuration not stated)	-8%	?	4%	i	4%	-2%	1%	1%	-18%[57.5 µM]
CN(Cc1ccccc1)CC(O)COc1ccc(CNCCc2ccncc2)cc1 (configuration not stated)	-14%	?	15%	i	4%	0%	-5%	-29%	i
CCCCN(C(=O)c1ccc(-c2ccc(Cl)cc2)o1)c1c(N)n(CCC)c(=O)[nH]c1=O	3%	-6%	26%	i	3%	-2%	0%[1.84 µM]	15%	-20%
CN(C)S(=O)(=O)c1ccc(S(=O)(=O)N(CC(=O)Nc2ccccc2)Cc2ccco2)cc1	11%	-17%	1%	i	-4%	-1%	7%	-26%	i
O=C(NCC1CCCO1)c1ccc(NS(=O)(=O)c2cccc([N+](=O)[O-])c2)cc1 (configuration not stated)	0%	-1%	12%	i	0%	1%	-3%	-4%	-17%
Cn1cnnc1SCc1ccc(C(=O)N/N=C/c2cccs2)cc1	-2%	1%	6%	i	-11%	-4%	0%	9%	-4%
COc1ccc(-c2cc(NC=O)c3ncc(-c4cccc(OC)c4)n3c2)cc1	10µM*	?	42%	i	-14%	.	-16%	?	-47%[inhibitor]
Cc1ccc(-n2cnc3cc(NCc4cccs4)ccc32)cc1	8%	?	40%	i	-23%	-10%	9%	-9%	-12%[57.5 µM]
COc1ccc2cc(C(c3nnnn3Cc3ccccc3)N3CCCCCC3)c(=O)[nH]c2c1 (configuration not stated)	10%	?	23%	i	-2%	-7%	5%	-15%	0%[57.5 µM]
Cc1ccc(C)c(C(=O)NC(C)c2ccc(-n3ccnc3)cc2)c1 (configuration not stated)	10%	20%	.	i	2%	-1%	-4%	-3%	-24%
Cc1cc(OCC(=O)N2CCOCC2)cc2oc(=O)c3ccccc3c12	25%	10%	-10%	i	8%	-3%	2%	0%	i
CCCn1c2ccccc2c2cnn(CC(=O)NC(CCSC)C(=O)OC)c(=O)c21 (configuration not stated)	-12%	5%	4%	.	-9%	.	.	3%	i
Cc1nc(N2CCN(C(=O)c3ccco3)CC2)c2oc3ccccc3c2n1	10%	?	-8%	i	-17%	-1%	-6%	?	-14%[57.5 µM]
CNC(=O)CSc1nnnn1-c1cc(C)ccc1C	-15%	2%	11%	i	-4%	0%	-3%	9%	-7%[57.5 µM]
O=S(=O)(Nc1nccs1)c1ccc(Cl)cc1	-18%	19%	26%	i	8%	0%	0%	5%	-3%[57.5 µM]
Cn1c(=O)c2c(nc(CN3CCN(C(=O)c4ccco4)CC3)n2Cc2ccc(Cl)cc2)n(C)c1=O	-13%	2%	18%	.	10%	-1%	.	3%	i
O=C(COc1cc2oc(=O)c3c(c2cc1Cl)CCC3)NCCN1CCOCC1	-10%	122%[activator]	-7%	i	-2%	-2%	-4%	5%	i
CSc1nc2ccc(Nc3nc(N4CCOCC4)nc(N4CCOCC4)n3)cc2s1	22%	0%	41%	i	-5%	-4%	-3%	11%	i
CCCCN(C)C(=O)CCCCn1c(=O)[nH]c2cc(OCC)c(OCC)cc2c1=O	0%	27%	36%	i	8%	0%	3%	-26%	i
C=CSc1sc(Cl)c(N(C)C)c1[N+](=O)[O-]	-8%	14%	12%	i	-3%	1%	0%	10%	i
Cc1nnc(NC(=O)c2ccc(S(=O)(=O)N3CCCCCC3)cc2)o1	?	0%	13%	i	?	0%	?	-11%	i
O=C(NCCN1CCC(n2c(=O)[nH]c3ccccc32)CC1)c1ccc(Cl)cc1Cl	20%	?	-13%	i	-7%	.	1%	-7%	-28%
CCCCN(CCCNC(=O)CN1N=C(c2ccc(C)cc2)CCC1=O)c1ccccc1	6%	13µM*	32%	.	-5%	.	.	-5%	-16%
CCOC(=O)c1c(NC(=S)NC(=O)c2ccco2)sc2c1CCCC2	4%	-3%	1%	i	14%	0%	1%	-3%	i
C=CCSc1ncnc2c1oc1nc3c(cc12)COC(C)(C)C3	-13%	32%	-5%	i	-5%	1%	-3%	18%	-17%
C=CC[C@H](CC(=O)N(CCO)Cc1ccccc1)C(=O)N[C@H](C)COC(=O)[C@@H](CC=C)CC(=O)OC(C)(C)C	0%	?	?	i	0%	0%	-2%	-6%	-19%
CCCCN1CC[C@H]2C=CC[C@@H](C(=O)N3CCOCC3)[C@H]2C1=O	8%	5%	-23%	i	7%	.	1%	-1%	i
O=C(CNC(=O)c1ccc(Br)o1)NCc1ccc2c(c1)OCO2	-7%	6%	?	i	-7%	1%	-4%	1%	i
OCCCCNCc1ccc(OCc2ccc(Cl)cc2Cl)cc1	-26%	?	-11%	i	-37%[inhibitor]	0%	14%	-3%	i
O=C(Nc1nc(-c2cccs2)cs1)c1cccc(S(=O)(=O)N2CCCCCC2)c1	-10%	5.6µM*	43%	i	-13%	?	-6%	2%	-29%
N=c1sccn1CC(=O)NCCc1ccc(Cl)cc1Cl	-3%	?	3%	i	8%	3%	0%	?	i
O=C(Cc1ccc(NC(=O)C2CCCN(C(=O)C3CCCC3)C2)cc1)Nc1ccc(C(=O)N2CCOCC2)cc1 (configuration not stated)	10%	4%	14%	i	-4%	.	1%	2%	-16%
O=C(NNc1cc(N2CCOCC2)nc(N2CCOCC2)n1)c1ccc([N+](=O)[O-])cc1	-9%	6%	17%	i	-3%	-3%	-7%	1%	i
O=c1cc(-c2ccccc2)nc(Sc2ccc([N+](=O)[O-])cc2[N+](=O)[O-])[nH]1	17%	-4%	-16%	i	-40%	.	-12%	9%	-17%
COc1ccc(SCCCn2c(=O)c3c(ncn3C)n(C)c2=O)cc1	10%	57%[activator]	12%	i	-10%	2%	-15%	-11%	-8%
CN(C)/C=C1\Oc2ccc3ccccc3c2C1=O	?	63%[activator]	7%	i	-16%	-3%	9%	73%[activator]	-26%
COCCC(=O)N1CCCC(CNS(=O)(=O)c2ccc(OC)cc2)C1 (configuration not stated)	4%	5%	-14%	i	-3%	1%	-5%	8%	24%
N#Cc1ccccc1-n1c(N)c(C(=O)N2CCCC2)sc1=S	-23%	2%	.	i	10%	1%	-40%[inhibitor]	-6%	-8%
O=C(NC(=S)NCC1CCCO1)c1ccccc1[N+](=O)[O-] (configuration not stated)	16%[9.22 µM]	-12%[7.66 µM]	8%	i	-10%	3%	3%	-3%[7.66 µM]	-3%
CCOc1ccc(CCNC(=O)COC(=O)Cc2ccc(F)cc2)cc1OCC	3%	49%[activator]	16%	i	6%	0%	-6%	-9%	-11%
CCOC(=O)C1(CC2CCCCO2)CCN(Cc2c(C)cc(C)cc2-n2cccn2)CC1 (configuration not stated)	-3%	?	20%	i	0%	0%	-6%	-15%	-5%
Cc1ccc(-c2cc(C(=O)O)n(-c3ccc(S(N)(=O)=O)cc3)n2)cc1	6%	13%	6%	i	11%	-2%	9%	3%	i
CCN(CC)CCCNC(=O)CSc1nc2nc(C)c(Cc3c(F)cccc3Cl)c(C)n2n1	-6%	?	-2%	.	-23%	.	.	-19%	8%
O=C1c2ccccc2C(=O)c2cc(N3CCCCC3)ccc21	-15%	-44%	.	i	-13%	.	-16%	-6%	-46%
Cc1ccnc(NC(=O)CCC(=O)c2cc(C)sc2C)c1	-22%	-10%	36%	i	5%	1%	-3%	3%	i
Cc1cc(C)c(S(=O)(=O)Nc2ccc(-c3ccc(N4CCCCCC4)nn3)cc2)cc1C	14%	13µM*	?	.	3%	.	.	-10%	i
COc1ccc(-c2cc3ccccc3n2CC(O)Cn2nc(C)cc2C)cc1 (configuration not stated)	16%	?	?	i	-17%	?	22%	-4%	-8%[57.5 µM]
CCC(C)(C)NC(=O)c1cc([N+](=O)[O-])ccc1N1CCOCC1	-9%	17%	.	i	0%	-1%	-16%	-15%	-2%
Cc1ccc(Oc2nc(-c3ccccc3)ncc2S(C)(=O)=O)cc1	-13%	17%	-8%	.	-6%	-1%	5%	5%	-12%[57.5 µM]
O=S(=O)(NCc1ccc(Cl)cc1)c1ccc2[nH]c3c(c2c1)CCCC3	-74%[inhibitor]	?	-7%	.	-24%	.	.	?	8%
C[C@@]12C(=O)N(c3cccc(Br)c3)C(=O)N1[C@H](c1ccc(Cl)cc1)[C@@H]1C(=O)N(C3CCCCC3)C(=O)[C@@H]12	6%	?	42%	i	2%	0%	14%	?	-39%[inhibitor]
O=C1c2ccccc2-c2c1cccc2C(=O)N1CCCCC1	7%	5%	7%	i	0%	-2%	-14%	-8%	i

Only FUS yeast rescue, Abeta yeast res and Akt phos inh (2 entries from above):
structure	FUS yeast rescue	Abeta yeast res	Akt phos inh
Cc1cc(C)c(S(=O)(=O)Nc2ccc(-c3ccc(N4CCCCCC4)nn3)cc2)cc1C	?	3%	.
Cc1ccc(Oc2nc(-c3ccccc3)ncc2S(C)(=O)=O)cc1	-8%	-6%	.
